High-throughput results: PubChem BioAssay, Sanford-Burnham Center for Chemical Genomics
MKP-3 inhibition: MKP-3 phosphatase inhibitors, primary screen, biochemical, rat enzyme, in vitro (AID 425) | one-dose inhibition, % at 20 µM; IC50 in µM for titrated hits | recombinant MKP-3 phosphatase activity, fluorescence; higher % means a stronger effect | Dual specificity protein phosphatase 6 (Rattus norvegicus) | 110,000 compounds, 0.17% hits; in the data active = inhibition above about 50%;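 also: plate controls were vehicle for no effect and reference inhibitor for full effect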
Hsp70 inhibitors: Hsp70 inhibitors, probe displacement, primary screen, biochemical, fluorescence polarization (AID 583). Heat shock 70 kDa protein 1A (Homo sapiens). Hsp70 fluorescence polarization probe displacement, mP; higher % means a stronger effect. 140,000 compounds, 0.06% hits. one-dose displacement, % at 20 µM; IC50 in µM for titrated hits; in the data active = displacement above about 50%;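 also: plate controls were vehicle for no effect and reference ligand for full effect; a part of the inactive calls stands beside numbers as strong as those of hits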
The depositor's hits bear a star; / = no result given. An excerpt. The share of hits here may be higher or lower than overall.

Order of values: Hsp70 inhibitors, MKP-3 inhibition
CCN1C(=O)c2cccc3c(S(=O)(=O)Nc4ccccc4OC)ccc1c23
  -6.1%, 4%
COc1cc(Cn2c(=O)oc3ccc(C)cc32)ccc1OC(C)C
  4.3%, /
Cc1cccnc1N1C(=O)C2C3c4ccccc4C(c4ccccc43)C2C1=O (stereo not drawn)
  -2.1%, -3%
Cc1ccc(-c2c(C)n([O-])c3c([n+]2=O)CCC3)o1
  -2.8%, -4%
N#Cc1ccccc1OCC(=O)OCC(=O)c1ccc2c(c1)NC(=O)CO2
  -2.7%, 0%
Cc1ccc(OCCOc2ccc(Cl)cc2/C=N/n2cnnc2)cc1
  0.8%, 4%
CC(c1ccco1)N(C(=O)CSc1ccc(Br)cc1)c1ccccn1 (stereo not drawn)
  3.5%, -10%
O=[N+]([O-])c1cc(C=Nc2cccc3nsnc23)c(O)c2ccccc12
  4.0%, 2%
O=C(O)c1ccc(NS(=O)(=O)c2cc(Cl)ccc2Cl)cc1O
  /, -6%
COc1ccc(C(c2nnnn2C2CCCC2)N2CCC(C(N)=O)CC2)c(OC)c1 (stereo not drawn)
  1.7%, 3%

(further entries)
Order of values: Hsp70 inhibitors, MKP-3 inhibition
O=C(NCCSCc1ccccc1)c1ccc(C2SCC(=O)N2Cc2ccccc2)cc1 (stereo not drawn)
  -3.4%, /
COc1ccc(CNC(=O)CCSc2nc(-c3ccc4c(c3)OCO4)cc(C(F)(F)F)n2)cc1
  1.7%, /
Clc1ccc(Oc2cnns2)cc1Cl
  0.8%, /
CCc1nnc(NC(=O)c2ccc3c(c2)C(=O)N(C(C)(C)C)C3=O)s1
  3.1%, /
COc1cccc(CN2CCN(C(=O)c3cccc(Cl)c3)CC2)c1OC
  -2.5%, 0%
O=c1[nH]c(=O)n(-c2ccccc2Cl)c(O)c1C=Nc1cccc(Cl)c1
  -7.3%, 2%
COc1ccc(-c2cc(C(=O)Nc3cccc(Cl)c3)c3ccccc3n2)cc1
  1.6%, 2%
CCc1ccccc1NC(=O)CSc1nnc(Cn2cnc3ccccc32)o1
  -1.6%, /
COc1ccccc1C/C(N)=N/OC(=O)c1ccccc1OC
  0.4%, 3%
CC(=O)C(Sc1nc(NC(C)(C)C)nc(N(C)C)n1)C(C)=O
  2.8%, -7%

A draw from above in order of SMILES length, largest number first.
Order of values: Hsp70 inhibitors, MKP-3 inhibition
CCc1nnc(NC(=O)c2ccc3c(c2)C(=O)N(C(C)(C)C)C3=O)s1
  3.1%, /
COc1cccc(CN2CCN(C(=O)c3cccc(Cl)c3)CC2)c1OC
  -2.5%, 0%
CCc1ccccc1NC(=O)CSc1nnc(Cn2cnc3ccccc32)o1
  -1.6%, /
COc1ccccc1C/C(N)=N/OC(=O)c1ccccc1OC
  0.4%, 3%
Clc1ccc(Oc2cnns2)cc1Cl
  0.8%, /

Continuation:
Order of values: Hsp70 inhibitors, MKP-3 inhibition
CCOC(=O)/C(C#N)=C/c1ccc(-c2cccc(Br)c2)o1
  35%, 1%
COc1cccc(NC(=O)N2CCOCC2)c1
  4.3%, -16%
Cc1cc(=O)[nH]c2c(C)c(Cl)ccc12
  -0.6%, -8%
COc1cc(CN2CCN(CCOCCO)CC2)cc(OC)c1OC
  0.5%, -6%
CCN(CCO)Cc1cc(=O)oc2c(C)c(C)ccc12
  -0.1%, -3%
COC(=O)c1ccc(/C=c2\sc3nc4cc(C)c(C)cc4n3c2=O)cc1
  4.4%, 0%
Cc1cc(=O)oc2cc(OCc3ccccc3)c(O)cc12
  -1.4%, -8%
COc1cc(S(=O)(=O)n2ccnc2C)c(OC)cc1Cl
  2.0%, 2%
O=C1CSC2=NCN(c3ccc4c(c3)OCO4)CN12
  4.7%, -7%
CCSCCOC(=O)C1=C(C)NC(=O)NC1c1ccc2c(c1)OCO2 (stereo not drawn)
  7.2%, -6%

The list continues.
Order of values: Hsp70 inhibitors, MKP-3 inhibition
Cc1c(NC(=O)c2ccc(N3C(=O)C4C5C=CC(C5)C4C3=O)cc2)c(=O)n(-c2ccccc2)n1C (stereo not drawn)
  6.3%, 2%
Cc1ccc(S(=O)(=O)/N=C(\Nc2nc(C)cc(C)n2)Nc2ccccc2C)cc1
  5.2%, 2%
CCOC(=O)c1cnn(CCOc2ccccc2)c1N
  -1.0%, 0%
O=c1[nH]c(NCc2ccco2)nnc1Cc1ccccc1Cl
  /, 11%
Clc1cccc(-c2nc3ccccc3[nH]2)c1
  1.7%, -1%
CCn1c(C)c(C(C)=O)c(N2CCCC2)nc1=S
  -4.3%, -12%
O=S(=O)(Nc1ccc(Oc2ccccc2)cc1)c1ccc(F)cc1
  2.5%, 4%
Nc1c(C(=O)Nc2ccc3c(c2)OCCO3)nnn1CCc1ccccc1
  2.0%, -2%
O=C(CSc1nnc(Cn2c(=O)sc3ccccc32)n1-c1ccccc1)N1CCCC1
  0.6%, -2%
COc1ccccc1CC1CC(=O)N(c2ccc(Cl)c(Cl)c2)C1=O (stereo not drawn)
  4.8%, -6%

Some of the entries so far, as labelled records:
Compound: Cc1ccc(S(=O)(=O)/N=C(\Nc2nc(C)cc(C)n2)Nc2ccccc2C)cc1
- Hsp70 inhibitors: 5.2%
- MKP-3 inhibition: 2%

Compound: O=c1[nH]c(NCc2ccco2)nnc1Cc1ccccc1Cl
- Hsp70 inhibitors: /
- MKP-3 inhibition: 11%

Following part.
Order of values: Hsp70 inhibitors, MKP-3 inhibition
C#CCOc1c(I)cc(I)cc1/C=N/NC(N)=S
  -0.3%, 0%
Cc1ccc(C(c2sc3nc(C)nn3c2O)N2CCN(c3ccccc3)CC2)cc1 (stereo not drawn)
  6.5%, 2%
CCc1nnc(SCC(=O)NC2CCCCC2)nc1CC
  6.4%, -2%
Cc1ccccc1N1OC2C(=O)N(c3ccc(F)cc3)C(=O)C2C1c1ccccn1 (stereo not drawn)
  1.2%, 0%
NS(=O)(=O)c1cccc(NC(=O)c2ccc3c(c2)OCCO3)c1
  -2.2%, 1%
COC(=O)c1ccccc1NC(=O)c1sc(=S)n(C)c1N
  1.7%, -4%
COC(=O)CN(c1nc(C)c(Br)c(OC)n1)S(=O)(=O)c1ccc(C)cc1
  6.4%, -3%
O=C(NCc1ccccn1)Nc1ccc2c(c1)OCO2
  -0.6%, -5%
CCOC(=O)c1c(NC(=O)Cc2cccs2)sc(C(=O)Nc2cc(C(F)(F)F)ccc2Cl)c1C
  -5.3%, 5%
Cc1cc(NC(=O)c2cccc(OC(C)C)c2)no1
  2.0%, 2%

Next section.
Order of values: Hsp70 inhibitors, MKP-3 inhibition
CCCC(=O)C1=C(SCC)CC(C)(C)CC1=O
  2.3%, 3%
CCOC(=O)c1[nH]c2ccccc2c1NC(=O)CCN1CCN(C(=O)OCC)CC1
  9.3%, -2%
Cc1cc(C)c(C(N)=O)c(NCCc2ccccc2)n1
  0.2%, -8%
Cc1ccc(C2CC(=O)N(c3ccc(F)cc3)C3=C2C(=O)CCC3)cc1 (stereo not drawn)
  -1.6%, /
O=C(CN(c1ccccc1)S(=O)(=O)c1ccc(F)cc1)N1CCCCCC1
  -2.4%, -7%
COc1ccc(NC(=O)CSc2nc(N)c(C(=O)Nc3ccc(N(C)C)cc3)s2)cc1
  -1.6%, /
Cc1ccc(C(=O)Nc2ccccc2C(=O)NC(CC(=O)O)C(=O)O)cc1 (stereo not drawn)
  -4.2%, 1%
O=C(Nc1cccc2c1CCCC2)c1ccco1
  6.2%, -7%
COc1cccc(C(c2c(C)[nH]n(-c3ccccc3)c2=O)c2c(C)[nH]n(-c3ccccc3)c2=O)c1O
  7.8%, 1%
O=C(NCc1ccco1)c1cccs1
  1.6%, 6%

The list goes on.
Order of values: Hsp70 inhibitors, MKP-3 inhibition
O=C(NCCc1ccc(Cl)cc1)c1cccnc1
  -2.8%, /
O=C1C2C3C=CC(C3)C2C(=O)N1Cc1ccccc1 (stereo not drawn)
  1.2%, -7%
FC(F)(F)C(Oc1nc(NC2CCCCC2)nc(N2CCOCC2)n1)C(F)(F)F
  -2.1%, 3%
COc1ccc(-c2ccc(C3NC(=O)c4c(sc5c4CCN(C)C5)N3)o2)cc1Cl (stereo not drawn)
  -4.6%, 2%
CCOC(=O)c1c(C)[nH]c(C(=O)CN2CCOCC2)c1C
  2.1%, -4%
NC(=O)c1cccc2c1-c1ccccc1C2
  1.8%, 0%
Cc1cc(NC(=O)c2cc(CC(C)C)on2)n(-c2ccccc2)n1
  5.9%, -2%
C=CCNC(=S)N/N=C(\C)c1ccccn1
  3.8%, /
C=CCN1C(=O)N(/C=C/C)c2cccc3cccc1c23
  -2.9%, -2%
COc1ccc(CCN2C(=NC(=O)CCC(=O)O)SC3CS(=O)(=O)CC32)cc1 (stereo not drawn)
  -5.8%, /

The list continues.
Order of values: Hsp70 inhibitors, MKP-3 inhibition
Cc1sc2nc(SCC(=O)N(C)Cc3ccccc3)n(-c3ccccc3)c(=O)c2c1C
  -8.0%, /
COc1ccc2c(c1)c(=O)oc1cc(OCC(=O)NC3CCCCC3)ccc12
  2.6%, /
COc1ccc(CC(C(=O)Nc2cc(C)ccc2C)/C(N)=N/O)cc1 (stereo not drawn)
  5.0%, -6%
CCCN1CCN(CCCNC(=O)C2CCN(c3nnc(-n4cccc4)s3)CC2)CC1
  1.2%, -2%
O=S(=O)(c1ccc2ccccc2c1)n1nnc2ccccc21
  -1.3%, 0%
O=S1(=O)C=C(SCCN2CCCC2)c2ccccc21
  1.0%, /
C=CCNc1nc(-c2ccc(OC)cc2OC)cs1
  -1.6%, -10%
CN(CCO)S(=O)(=O)c1ccc(N)cc1
  1.2%, 0%
O=C(NCCC1=CCCCC1)C1CCN(Cc2cnn(-c3ccccc3)c2-n2cccc2)CC1
  3.1%, 3%
CN(C)c1ccc(NC(=O)CSc2nc3ccccc3c(=O)n2C2CCCCC2)cc1
  -2.7%, 2%

Going on with the list:
Order of values: Hsp70 inhibitors, MKP-3 inhibition
CCOCC(O)CS(=O)Cc1ccccc1 (stereo not drawn)
  -0.3%, -1%
CS(=O)(=O)N(CCc1ccccc1)CC(=O)N1CCN(c2ccccc2F)CC1
  -2.3%, -14%
COc1cc2c(cc1NC(=O)c1cncc(Br)c1)oc1ccccc12
  3.9%, -4%
Cc1ccc2nc(NC(=O)C3CCCN(S(=O)(=O)c4cnc[nH]4)C3)sc2c1 (stereo not drawn)
  -1.2%, -11%
Cc1ccccc1OCC(=O)Nc1ccc2c(c1)Cc1ccccc1-2
  -3.0%, 4%
O=C1C(Cl)=C(c2ccc(Cl)cc2)C(=O)N1c1ccc(Cl)cc1
  -0.7%, 1%
Cc1ccc(CC(=O)NC(C)CCc2ccccc2)cc1 (stereo not drawn)
  0.7%, /
Cc1ccc(-c2nc3ccccc3o2)cc1NC(=S)NC(=O)c1ccc(Cl)cc1
  5.0%, -3%
CCc1ccccc1Nc1nc(N)nc(CSCC(=O)c2cc(C)n(C)c2C)n1
  -0.5%, -7%
O=C(NC1CCCCC1)Nn1c(-c2ccccc2)nc2ccccc2c1=O
  7.1%, -2%

Later entries:
Order of values: Hsp70 inhibitors, MKP-3 inhibition
CCn1c(SCC(=O)NCCc2ccccc2)nnc1-c1ccco1
  5.6%, 2%
CCOC(=O)c1c(NC(N)=O)sc(C)c1C
  3.9%, -5%
CC(=O)Nc1ccc(-n2nnnc2SCC(=O)N2CCN(C(=O)c3ccco3)CC2)cc1
  -1.9%, /
CC1CCN(S(=O)(=O)c2ccc(NC(=O)CN3CCOCC3)cc2)CC1
  8.2%, /
CCOC(=O)c1cc2occc2n1CC(=O)NC1CCC(C)CC1 (stereo not drawn)
  1.4%, -9%
Cc1nc2sc(C(c3ccco3)N3CCN(c4ccccc4F)CC3)c(O)n2n1 (stereo not drawn)
  1.0%, 1%
O=C(CCN1C(=O)/C(=C/c2cccs2)SC1=S)Nc1ccc(F)cc1
  -17%, 4%
CCN1C(=O)c2ccccc2S(=O)c2ccc(C(=O)NCc3ccccn3)cc21 (stereo not drawn)
  6.4%, -2%
CCOC(=O)c1sc(NC(=O)c2ccc(Cl)cc2Cl)nc1C
  2.7%, 1%
O=C(NCCc1ccc(F)cc1)C(=O)Nc1cccc(Cl)c1
  -0.1%, -4%

Other structures follow.
Order of values: Hsp70 inhibitors, MKP-3 inhibition
Cn1c(C(F)(F)F)nc2c(=O)oc3ccccc3c21
  6.3%, -6%
CC(C)NC(=O)c1ccccc1NC(=O)CCc1ccccc1
  6.5%, /
O=C1c2ccccc2C(O)N1Cc1ccc2c(c1)OCO2 (stereo not drawn)
  1.6%, -10%
CC(C)(C)C1CCC2(CC1)NC(CO)(CO)CO2 (stereo not drawn)
  1.9%, 0%
Cn1c(COc2ccc3ccccc3c2)nnc1SCC(=O)OC1CCCCC1
  -4.6%, /
CC(=O)c1c(C(C)=O)c(C)n(-c2ccc(C)cc2)c1C
  -0.6%, -1%
O=C1S/C(=C/c2ccc(O)c([N+](=O)[O-])c2)C(=O)N1c1ccccc1
  4.0%, 0%
Cc1ccccc1CC1S/C(=N\N=C\c2ccc(N(C)C)cc2)NC1=O (stereo not drawn)
  0.5%, -4%
CCN(CC)C(=O)c1sc(N)c(C#N)c1C
  8.1%, -2%
Cc1cc(C(=O)Nc2cccnc2)cs1
  7.8%, -12%

New compounds follow
Order of values: Hsp70 inhibitors, MKP-3 inhibition
COc1cc(/C=N/Nc2nc(N3CCOCC3)nc(N3CCOCC3)n2)cc(Cl)c1O
  7.6%, -1%
Cc1ccc(C(=O)Nc2c(Cl)cccc2Cl)cc1[N+](=O)[O-]
  5.2%, 0%
CC1CCN(C(=O)c2ccc(NS(C)(=O)=O)cc2)CC1
  1.7%, -10%
CCOC(=O)c1nnn(-c2nonc2N)c1CN1CCc2ccccc2C1
  -2.1%, 3%
Nc1c(C(=O)NCc2ccccc2)nnn1Cc1cccc(Cl)c1
  -4.4%, -7%
CCOC(=O)C(Oc1ccc(=O)n(-c2ccccc2)n1)C(C)=O (stereo not drawn)
  1.0%, -3%
